# IL2 activator: activators of IL-2. IL-2 activation reporter assay, cell-based qHTS; stimulated with anti-CD3/CD4/CD28 beads; in transgenic mouse T cells. activation, % (series mostly up to about 46 µM). 0.065% of 360,000 active. AID 652025; in the data active means activation above about 50%; inconclusive means mostly about 30% to 49%; further: 0% is about no effect
#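 First, unstimulated transgenic mouse T cells were exposed to compound for 60 min. Next, anti-CD3/anti-CD4-coated beads with anti-CD28 were added. Finally, after 18 h at 37 degrees C, EGFP and DsRed were imaged.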
# PLK1 PBD inh: PLK1 (human) polo-box domain binding inhibition. P53350. Plk1 PBD binding of FITC phosphopeptide, fluorescence polarization. Potency, µM, for inactives: max response, negative = inhibition, usual class: inhibitors. 2.8% of 360,000 active. AID 720504; further: potency means the concentration at half of the fitted maximal effect; series mostly up to about 57 µM; on the % scale 0 is the no-effect control and ±100 the full control effect; nearly all actives have a fitted effect of over 65% in size
# Target sequence (P53350 whole entry, looked up, the tested form may be a part): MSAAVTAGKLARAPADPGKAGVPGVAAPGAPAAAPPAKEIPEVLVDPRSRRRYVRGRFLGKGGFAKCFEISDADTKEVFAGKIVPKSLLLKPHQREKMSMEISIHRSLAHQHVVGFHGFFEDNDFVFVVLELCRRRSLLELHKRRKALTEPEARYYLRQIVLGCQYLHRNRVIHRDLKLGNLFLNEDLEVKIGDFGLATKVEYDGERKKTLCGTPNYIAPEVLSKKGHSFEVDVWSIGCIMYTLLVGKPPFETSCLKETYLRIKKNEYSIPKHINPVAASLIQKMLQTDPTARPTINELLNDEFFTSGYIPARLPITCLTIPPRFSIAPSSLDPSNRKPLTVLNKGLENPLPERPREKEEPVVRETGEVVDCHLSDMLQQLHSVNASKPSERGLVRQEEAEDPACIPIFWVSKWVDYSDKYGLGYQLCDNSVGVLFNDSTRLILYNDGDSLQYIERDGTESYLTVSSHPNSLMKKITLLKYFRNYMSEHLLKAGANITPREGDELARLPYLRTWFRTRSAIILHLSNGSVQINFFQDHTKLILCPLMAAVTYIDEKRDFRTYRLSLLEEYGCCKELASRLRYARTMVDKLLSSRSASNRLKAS
# GLP1R inv ag: GLP-1 receptor (human) inverse agonism; Potency, µM (titrated, usually from 38.3 µM), for the others: at the highest dose activity change, negative = inhibition, usual class: inhibitors; P43220; HEK293 GLP-1R CRE-luciferase, luminescence, 24 h; GLP-1R form is constitutively active; 1.6% of 410,000 active; AID 624417; further: potency means the concentration at half of the fitted maximal effect; on the % scale 0 is the no-effect control and ±100 the full control effect; nearly all actives have a fitted effect of over 55% in size
#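 HEK293 cells stably co-expressing constitutively active GLP-1R and a cAMP-responsive luciferase reporter were seeded in DMEM with 10% Nu serum, given compounds after 12 h, and incubated 24 h at 37 deg C. Luminescence was then read.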
# GLP1R cytotox: cytotoxicity counter-screen for GLP-1 receptor inverse agonists; HEK293 cAMP-luciferase reporter cells, luminescence, 24 h; Potency, µM (highest dose often 38.3 µM), without a hit: at the highest dose activity change, negative = inhibition, most hits filed as inhibitors; 0.13% of 410,000 active; AID 624418;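 further: loss of luciferase light is scored as toxicity; potency means the concentration at half of the fitted maximal effect; on the % scale 0 is the no-effect control and ±100 the full control effect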
#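 Step one: seed cells (200 cells/uL, DMEM with 10% Nu serum, 1% pen-strep). Step two: 12-hour incubation at 37 deg C. Step three: pin 23 nL compound, incubate 24 hr. Step four: add luciferase reagent, read luminescence 12 min later.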
# D3 antag: blocks the human D3 dopamine receptor; D3R cells, DiscoveRx beta-arrestin luminescence, antagonist mode; active compounds read low; max response, negative = inhibition, %; 2.5% of 360,000 active; AID 652054; in the data active means max response below about -50%; inconclusive means no clear call, values can overlap the other calls; further: on the % scale 0 is the no-effect control and ±100 the full control effect; mostly tested at two doses, the higher about 12 µM
#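 Cells expressing the human receptor were seeded at 1500 cells/well, incubated overnight at 37 degrees C in 5% CO2, then exposed to library compounds with dopamine controls for 90 minutes at 37 degrees C before luminescent detection.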
# PI5P4K alpha inh: blocks human PI5P4K alpha kinase activity; PI5P4Kalpha enzyme, ADP-Glo luminescence, 60 min; active compounds read low; P48426; 1.2% of 330,000 active; max response, %; active means max response of -50% or lower; inconclusive means between -30% and -50%; inactive means -30% or higher; further: value at the top dose of about 77 µM; on the % scale 0 is the no-effect control and ±100 the full control effect
# Target sequence (P48426 whole entry, looked up): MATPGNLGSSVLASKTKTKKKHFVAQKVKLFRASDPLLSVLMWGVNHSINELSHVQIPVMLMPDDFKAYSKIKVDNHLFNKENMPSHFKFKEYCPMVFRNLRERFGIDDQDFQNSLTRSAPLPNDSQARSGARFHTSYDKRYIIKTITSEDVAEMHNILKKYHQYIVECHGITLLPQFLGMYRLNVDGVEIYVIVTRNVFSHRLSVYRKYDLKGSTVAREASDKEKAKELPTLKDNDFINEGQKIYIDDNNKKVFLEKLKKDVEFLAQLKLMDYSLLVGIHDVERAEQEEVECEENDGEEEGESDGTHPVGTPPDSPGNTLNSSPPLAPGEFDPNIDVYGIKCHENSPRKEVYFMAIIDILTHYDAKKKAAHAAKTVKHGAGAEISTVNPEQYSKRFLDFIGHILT
#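 ADP-Glo luminescence end-point after a 60 min room-temperature kinase reaction. PI5P4Kalpha and substrate in HEPES pH 7.4 buffer with EGTA, 0.1% CHAPS and 5% DMSO; ATP at 5 microM final.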
# GLP-1R agonist: GLP-1 receptor (human) agonism. HEK293 GLP-1R CRE-luciferase, luminescence, 4-6 h; cells express a hypersensitive GLP-1R form. 0.007% of 380,000 active. Potency, µM (doses to about 45.6 µM), for inactives: at the highest dose activation, usual class: activators. P43220; further: potency means the concentration at half of the fitted maximal effect; % of control where 0% means no effect
# DRD3 agonist: activates the human D3 dopamine receptor | 0.58% of 410,000 active | D3R DiscoveRx beta-arrestin cells, luminescence, 90 min | max activation, %; in the data active means max activation above about 30%; further: 0% is about no effect; mostly tested at two doses, the higher about 12 µM
#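 Agonist mode: compounds and dopamine controls were applied to plated cells for 90 min at 37 degrees C after an overnight attachment at 1500 cells/well. Luminescent read-out followed 30 - 60 minutes at room temperature with DiscoveRx detection reagent.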
# WRN helicase inh: inhibitors of human WRN helicase; 0.46% of 360,000 active; WRN helicase unwinding, fluorescent forked duplex, kinetic; Potency, µM (series often up to 114 µM), for inactives: at the top dose activity change, negative = inhibition, most hits filed as inhibitors; Q14191; further: potency means the concentration at half of the fitted maximal effect; on the % scale 0 is the no-effect control and ±100 the full control effect; nearly all actives have a fitted effect of over 55% in size
#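 WRN at 20 nM final preincubated with compound 15 min at room temperature; reaction started with 100 nM fluorophore/quencher forked duplex oligonucleotide and 2 mM ATP final. Unwinding followed kinetically by red fluorescence (ex 525, em 598 nm).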
# * marks the source's active call; other numbers are inactive results; ? = inconclusive; . = not tested or not shown; [ ] = dose if it differs, or a comment. Unless noted, the call rests on the fitted dose curve; in most records, active means well fitted curve in the direction sought with a large enough effect; inconclusive means small, poorly fitted or top-dose-only effect, or another doubt; inactive means no such curve, though single readings can be large; an effect the other way counts as inactive or inconclusive.
SMILES,IL2 activator,PLK1 PBD inh,GLP1R inv ag,GLP1R cytotox,D3 antag,PI5P4K alpha inh,GLP-1R agonist,DRD3 agonist,WRN helicase inh
Cc1cc(O)c(C(=O)/C=C/c2c(F)c(F)c(F)c(F)c2F)c(=O)o1,2.4,?,5%,53%[activator],19,-78*,7%,-1,-10%[11.6 µM]
COCCCNC(=S)N/N=C/c1ccc(OC)c(Br)c1,1.5,-3%,?,?,-21,-10,28%,-12,-11%
CCN(CC(=O)Nc1c(F)cccc1F)C(=O)Cc1ccc(S(=O)(=O)N2CCOCC2)s1,-4.6,-2%,16%,-8%,0,3,1%,-1,11%
COc1ccc(NC(=O)c2cc(OC)c(OC)c(OC)c2Br)cc1OC,1.3,-1%,22%,15%,20,2,3%,7,-2%
Cc1cnc(-c2nc3ccccc3n2C(C(=O)Nc2c(C)cccc2C)C2CC2)cn1 (stereo unspecified),-0.3,-2%,12%,3%,-1,-1,.,-2,3%
COc1ccc(NC(=O)Cn2nnc(C(=O)NCc3cccs3)c2N)cc1OC,0.7,-15%,-4%,-13%,6,-6,-4%,-4,-1%
COc1cc(CCC(=O)N2CCN(c3ccccc3)CC2)cc(OC)c1OC,0.2,-7%,1%,-5%,-11,3,2%,-10,3%
CC(=O)Nc1ccc(NC2=Nc3ccccc3N3C2=Nc2c(c(C)nn2-c2ccccc2)C3c2ccccc2)cc1 (stereo unspecified),-0.8,-24%,3%,-1%,7,-5,-3%,34*,3%
CCOc1ccc(CCNC(=O)COC(=O)c2ccc(C)s2)cc1OCC,-0.8,-7%,-16%,?,11,8,-3%,3,-9%
Cc1ccc(C(C2=C(O)CC(C)(C)CC2=O)C2C(=O)CC(C)(C)CC2=O)o1 (stereo unspecified),-1.2,6µM*,7%,-7%,12,-11,-1%,3,?
CNC(=O)C1CC(=O)N(Cc2ccccc2)C(=Nc2ccc(OC)cc2)S1 (stereo unspecified),-2.2,-2%,6%,2%,-18,.,-1%,-12,5%
CCCC(=O)N(Cc1cc2cc(OC)ccc2[nH]c1=O)c1ccccc1OC,2.4,-9%,-2%,2%,0,-1,10%,1,3%
COc1ccccc1NC(=O)COC(=O)c1ccc(S(=O)(=O)N2CCCCCC2)cc1,-0.4,1%,16%,0%,-11,4,-4%,3,-14%
O=C(Nc1ccc(Br)cc1F)c1cccnc1,-4.1,-5%,6%,-4%,-5,-2,-1%,-4,-6%
Cc1ccc(N(C)S(=O)(=O)c2cc3c(cc2C)NC(=O)CO3)cc1,-3.4,5%,8%,1%,6,0,0%,4,4%
c1ccc(-n2nnnc2OCCOc2nnnn2-c2ccccc2)cc1,-0.2,-1%,-2%,8%,7,.,-5%,5,-5%
CCC(=O)N1CCc2cc(Br)cc(S(=O)(=O)N3CCC(C(=O)NC(C)C)CC3)c21,0.1,-9%,13%,2%,4,0,21%,3,-1%
CCn1c(SCC(=O)c2cc(OC)ccc2OC)nnc1C(C)C,-1.1,-23%,6%,-10%,?,7,3%,-2,-14%
COc1ccc(OC)c(C2C(C(C)=O)=C(C)Nc3ncnn32)c1 (stereo unspecified),1.8,4%,44%[activator],7%,0,-3,1%,4,2%
COc1ccc(NC(=O)[C@H](Cc2ccccc2)N2Cc3ccccc3C2=O)cc1OC,.,.,3%,2%,.,.,6%,-4,.
Cc1c(Cc2ccccc2)c(=O)oc2c(C)c(OCC(=O)Nc3ccc(C#N)cc3)ccc12,-0.7,-5%,36%,15%,9,6,0%,18,1%
Cc1cc(C)c2nc(SCCc3ccccc3)nc(C)c2c1,-1.0,-8%,-21%,13%,19,2,9%,5,-6%
CN(C)S(=O)(=O)c1cccc(NC(=O)CN(CCO)CC(=O)Nc2cccc(S(=O)(=O)N(C)C)c2)c1,-0.5,1%,5%,-1%,9,5,10%,7,-9%[57.1 µM]
CCOC(=O)CCc1c(C)c2c(C)nn(-c3ccccc3)c2[nH]c1=O,-3.8,-12%,-9%,-7%,3,-3,6%,-1,0%
CC(C)(C)NC(=O)COC(=O)c1ccccc1Nc1ccc(SC(F)F)cc1,-4.0,2%,?,-4%,-13,14,-3%,5,-20%
# (further entries)
SMILES,IL2 activator,PLK1 PBD inh,GLP1R inv ag,GLP1R cytotox,D3 antag,PI5P4K alpha inh,GLP-1R agonist,DRD3 agonist,WRN helicase inh
O=C(O)CCC(=O)NNC(=O)COc1ccc(Cl)cc1Cl,-0.4,-19%,10%,-7%,-3,12,-2%,3,7%[57.1 µM]
COc1ccc(S(=O)(=O)N2CCC(O)(c3ccc(Cl)cc3)CC2)cc1OC,0.7,-3%,?,0%,57,4,13%,0,10%
Cc1cc(-c2csc(NC(=O)c3ccccc3C(F)(F)F)n2)c(C)n1Cc1ccccc1,0.3,-7%,24%,2%,-6,-25,-23%,5,-9%
Cc1nn(CC(=O)NCCc2ccccc2)c(C)c1[N+](=O)[O-],0.6,-5%,4%,-5%[1.53 µM],-12,-9,8%,-6,-20%[57.1 µM]
O=C(CSc1nnc(NC(=O)C2CC(=O)N(c3ccccc3)C2)s1)NC1CCCC1 (stereo unspecified),0.4,6%,-1%,-1%,11,-5,-7%,0,-18%
CCN(CC)C(=S)NC(=O)c1ccc(OC)c(Br)c1,-4.9,-1%,-23%,?,0,0,0%,4,-6%
COc1ccc(C(=O)N2CCCCC2c2cc(C(=O)Nc3ccc(OC)cc3C)no2)cc1 (stereo unspecified),-0.4,-1%,-11%,-9%,-3,-4,-7%,-3,-7%
CN(Cc1ccccc1)C(=O)CCSc1nc(-c2ccc3c(c2)OCO3)cc(C(F)(F)F)n1,-1.4,-12%,?,6%,-9,5,-1%,-13,0%
CCN(CC)c1ccc(NC(=O)c2ccc(S(=O)(=O)N3CCOCC3)cc2)cc1,0.8,6%,-20%,15%,-18,-6,-2%,1,-9%
O=C(CSc1nc(-c2ccccc2)cc(C(F)(F)F)n1)NCc1ccco1,1.7,2%,?,?,12,.,0%,-2,0%
Cc1nc(C)c(CCNC(=O)c2ccccc2Br)s1,0.1,-15%,12%,-5%,-21,-7,-5%,-4,1%
Cc1ccc2nc(SCC(=O)Nc3ccc(Br)cc3)nc(=O)n2c1,-0.8,-7%,21%,-10%,21,-4,-4%,1,-6%
Cc1cc(NC(=O)CSc2nnc(-c3cccnc3)n2N)no1,-0.7,-11%,0%,8%,21,-10,-5%,-8,-12%
Cc1cccc(N2CCN(C(=O)c3ccc(NS(=O)(=O)c4c(C)noc4C)cc3)CC2)c1C,-0.1,-4%,-18%,-10%,-1,-3,-1%,3,-5%
CCN(C(=O)COC(=O)c1ccccc1O)c1nc2ccccc2s1,0.4,-6%,-7%,1%,20,3,8%,4,6%
CC(C)(C)NC(=O)C(c1ccc(C#N)cc1)n1c(=O)c(-c2ccco2)nc2ccccc21 (stereo unspecified),0.6,?,8%,0%,7,-57*,.,1,-3%
CC1Cc2ccccc2N1C(=O)CN1CCc2ccccc2C1 (stereo unspecified),1.5,-11%,?,-9%,-4,6,20%,-17,-13%
C[C@H]1CN([C@@H](C)CO)C(=O)Cc2cc(NS(=O)(=O)c3cccs3)ccc2O[C@H]1CN(C)S(=O)(=O)c1cn(C)cn1,-2.6,-11%,7%,9%,-6,2,3%,14,-5%
COC1OC(COC(=O)c2ccccc2)C(OC(=O)c2ccccc2)C1OC(=O)c1ccccc1 (stereo unspecified),-1.8,-7%,?,2%,4,15,15%,-1,-8%[57.1 µM]
CCCCC(=O)N(C)c1c(CC)nc2c(OCCOc3ccccc3)cccn12,-0.7,-18%,?,4%,-8,1,-4%,-2,-1%
OCCCNc1nnc(-c2ccccc2)c2ccccc12,4.7,-15%,46%[activator],-9%,-19,-2,10%,-7,-1%[57.1 µM]
CCOC(=O)N1CCN(C(=O)C2CCN(S(=O)(=O)N3CCCC3)CC2)CC1,-1.8,-6%,27%,-7%,-12,.,1%,-12,2%
O=C(N/N=C\c1ccccc1)c1ccccc1-n1cccc1,7.5,-10%,-16%,19%,14,-7,5%,3,11%
COC(=O)c1ccccc1CC1Cc2cc3c(cc2C1=O)CCC3 (stereo unspecified),0.0,-4%,?,21%,0,7,1%,5,-10%
COc1ccc(-c2cc(=O)[nH]c(=S)[nH]2)cc1,0.7,-13%,1%,2%,-50*,-7,0%,6,-4%
# (further entries)
SMILES,IL2 activator,PLK1 PBD inh,GLP1R inv ag,GLP1R cytotox,D3 antag,PI5P4K alpha inh,GLP-1R agonist,DRD3 agonist,WRN helicase inh
Cc1nc2ccccc2n1C1CCN(CC(=O)NCc2ccc(F)cc2)CC1,-2.0,-6%,-11%,-14%,-20,.,9%,-1,-6%
O=C(Nc1nc2ccccc2[nH]1)C1CCCC1,0.4,-5%,-6%,-8%,-2,-5,1%,1,19%
CC(CC(=O)O)CC(=O)Nc1cc([N+](=O)[O-])ccc1O (stereo unspecified),7.4,-12%,6%,-30%,-15,7,-1%,-11,-5%
N/C(=N\OC(=O)/C=C/c1ccccc1Cl)c1ccccn1,-3.0,-13%,?,6%,3,1,-1%,4,9%
Cn1c(=O)c2c(nc(CN3CCOCC3)n2Cc2ccccc2)n(C)c1=O,0.1,-7%,2%,10%,-11,10,11%,0,7%
COCCN(CC(=O)Nc1cccc(C)c1C)C(=O)C1(c2ccc(Cl)cc2)CCC1,0.4,1%,?,4%,-9,0,-5%,-10,-2%
O=C(Nc1ccc(N2CCOCC2)nc1)c1ccc(C(F)(F)F)cc1,-0.4,-2%,-30%,?,19,5,4%,1,-4%
Cc1ccc(S(=O)(=O)c2cn(CC(=O)Nc3ccccc3)c3ccc(F)cc3c2=O)cc1,-3.2,-6%,-5%,-18%,0,-2,-5%,-10,-2%
CCn1c(CNc2ccc(F)cc2)nnc1SCC(=O)Nc1ccc(OC)cc1OC,-3.4,-10%,-4%,-2%,?,.,11%,3,-2%

# Random draw from the library. Share with any hit: about 7.8%.
